# Source: PubChem
# M. tuberculosis = growth inhibition of non-replicating M. tuberculosis (AID 488890); Mycobacterium tuberculosis non-replicating, growth inhibition; higher % means a stronger effect; 320,000 tested, 0.39% active; inhibition, % at 25 µM, or IC50 in µM where a hit was titrated; in the data active means a potency from the dose series; inconclusive means inhibition mostly from about 82% at the one dose, without a potency; inactive means the rest, 99 in 100 with inhibition below about 76%;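 further: plate controls were DMSO cells for no effect and high antibiotic wells for full effect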
# H37Rv inhibition = M. tuberculosis growth inhibition, HTS (AID 449762) | M. tuberculosis H37Rv growth inhibition, 7H9 media; higher % means a stronger effect | one-dose inhibition, % at 25 µM; IC50 in µM for titrated hits | 330,000 tested, 0.59% active; in the data active means a potency from the dose series; inconclusive means inhibition above about 70% without an active follow-up result;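 further: bacterial growth assessed after seven days of incubation; strong numbers were not always called active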
# inhibitors of VEEV = inhibitors of VEEV TC-83 cytopathic effect, confirmation, Vero cells (AID 588727). 350,000 tested, 0.13% active. Vero cells, VEEV TC-83 cytopathic effect inhibition; higher % means a stronger effect. inhibition, % at 20 µM; hits with a dose series show IC50 in µM; in the data active means a potency from the dose series; inconclusive means inhibition mostly from about 14% at the one dose, without a potency; inactive means the rest, 99 in 100 with inhibition below about 12%; further: strong numbers were not always called active
# PhoP GFP inhibition = PhoP regulon inhibitors, Salmonella typhi PhoP promoter GFP reporter, confirmatory (AID 1850). Salmonella Typhi PhoP-promoter GFP reporter, fluorescence, 4 h; higher % means a stronger effect. inhibition, % at 50 µM, or IC50 in µM where a hit was titrated. 310,000 tested, 0.33% active; in the data active means a potency from the dose series; inconclusive means inhibition mostly from about 25% at the one dose, without a potency; inactive means the rest, 99 in 100 with inhibition below about 19%;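 further: 0% = induced wells with vehicle and 100% = uninduced wells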
# influenza NS1A = H1N1 influenza NS1A inhibitors, functional cell based assay (AID 504329); NS1A functional cell-based assay, percent inhibition; higher % means a stronger effect; inhibition, % at 12.5 µM, or IC50 in µM where a hit was titrated; 340,000 tested, 0.3% active; in the data active means a potency from the dose series; inconclusive means inhibition above about 27% without an active follow-up result; further: strong numbers were not always called active
# inhibitors of VEEV 10K pilot screen = further read-out of inhibitors of VEEV, marked with its call; inhibition, %; measured here: 10K pilot screen inhibition
# The depositor's hits bear a star; i = inactive; ? = inconclusive; / = not tested or not shown.
SMILES,M. tuberculosis,H37Rv inhibition,inhibitors of VEEV,PhoP GFP inhibition,influenza NS1A,others
CC(C)CCn1c(Oc2ccccc2Cl)nc2c1c(=O)n(C)c(=O)n2C,40%,19%,8.2%,-2%,3%,
O=[N+]([O-])c1cccc(S(=O)(=O)NCc2ccncc2)c1,-7%,14%,i,8%,0%,
COc1ccc(CC(=O)Oc2ccccc2[N+](=O)[O-])cc1,-13%,-6%,1.4%,-1%,-3%,
Cc1cccn2cc(-c3ccc(S(=O)(=O)N4CCOCC4)cc3)nc12,-4%,-17%,0.9%,-5%,-7%,
O=C(NCc1ccco1)c1sc2cccc(F)c2c1Cl,-5%,-7%,3.6%,-1%,8%,
O=C(Cc1ccc([N+](=O)[O-])cc1)N/N=C/c1ccco1,4%,0%,1.6%,6%,-12%,
Nc1ccc(Oc2ccccc2-c2ccccc2)cc1,22%,-5%,1.8%,10%,7%,
COc1cc(CN2CCC(CCC(=O)NC3CC3)CC2)cc(Cl)c1OC,-10%,-1%,i,-1%,-11%,
CCC[C@H]1CC(=O)C=C(c2ccc(OC)cc2)ON1C(=O)OC(C)(C)C,/,/,0.9%,/,2%,
Cc1cc(/C=N/NC(=O)c2ccc(O)cc2)c(C)n1C1CC1,21%,15%,0.6%,11%,5%,
COc1cccc(-n2c(Cn3nc(C(F)F)cc3C(F)F)n[nH]c2=S)c1,-4%,-3%,1.6%,6%,4%,
Cc1cccc(NC(=O)c2cnn(-c3ccccc3)c2C)c1C,31%,0%,1.9%,1%,-4%,
CN1C(=O)SC(Nc2ccc(F)cc2)C1=O (stereo unspecified),-13%,-4%,0.6%,1%,6%,
Cc1cc(C(=O)CCl)c(C)n1-c1cccc(S(=O)(=O)N2CCOCC2)c1,?,?,/,2%,/,
O=C(c1ccco1)n1nc(-c2ccccc2)nc1NCc1ccco1,-17%,2%,7.0%,2%,3%,
Nc1nc(SCC(=O)c2c(N)n(Cc3ccccc3)c(=O)[nH]c2=O)n[nH]1,-3%,2%,2.8%,2%,-8%,
CCN(CCNC(=O)C1CCN(S(=O)(=O)CC)CC1)c1ccccc1,3%,3%,0.9%,1%,-1%,
NC(=O)c1ccccc1NC(=O)CN1CCN(Cc2ccccc2)CC1,-16%,-10%,0.9%,-2%,-12%,
O=C(NC1CC1)C1CCC(=O)N1C1CCCC1 (stereo unspecified),10%,4%,0.6%,4%,-5%,
Cc1cccc(NC(=S)NCc2ccccc2)c1C,23%,3%,0.1%,2%,3%,

# Some of these compounds in order of number of heavy atoms, ascending.
SMILES,M. tuberculosis,H37Rv inhibition,inhibitors of VEEV,PhoP GFP inhibition,influenza NS1A,others
Nc1ccc(Oc2ccccc2-c2ccccc2)cc1,22%,-5%,1.8%,10%,7%,
Cc1cccc(NC(=O)c2cnn(-c3ccccc3)c2C)c1C,31%,0%,1.9%,1%,-4%,
CCN(CCNC(=O)C1CCN(S(=O)(=O)CC)CC1)c1ccccc1,3%,3%,0.9%,1%,-1%,
Nc1nc(SCC(=O)c2c(N)n(Cc3ccccc3)c(=O)[nH]c2=O)n[nH]1,-3%,2%,2.8%,2%,-8%,

# New compounds follow.
SMILES,M. tuberculosis,H37Rv inhibition,inhibitors of VEEV,PhoP GFP inhibition,influenza NS1A,others
COc1ccc2c(/C=C/c3cc[n+](C)cc3)c[nH]c2c1,20%,5%,2.9%,-7%,4%,
Cc1cc(C)nc(NC2=NCC(=O)N2c2ccc(Cl)cc2)n1,30%,-13%,i,1%,-12%,
COc1cccc2cc(C(=O)C3=C(O)C(=O)N(CCN(C)C)C3c3ccc(Cl)cc3)oc12 (stereo unspecified),28%,1%,1.1%,10%,-18%,
Cc1cc(C)c(C(=O)/C=C/c2cccs2)c(=O)[nH]1,15%,-1%,1.0%,-6%,-7%,
O=C(c1ccco1)N1CCN(Cc2cn[nH]c2-c2cccc3ccccc23)CC1,-9%,-3%,i,1%,-5%,
CSc1ccc(C(=S)N2CCN(CCO)CC2)cc1,2%,2%,0.8%,-20%,-9%,
CCOc1ccc(-n2ccc(=O)c(C(=O)Nc3ccc(S(=O)(=O)N4CCOCC4)cc3)n2)cc1,2%,2%,0.7%,2%,-13%,
CC(C)CCN1CCN(Cc2nc(-c3ccc(F)cc3)cs2)CC1CCO (stereo unspecified),43%,1%,0.6%,0%,-4%,
CC(NC(=O)Nc1ccc(O)cc1)(C(F)(F)F)C(F)(F)F,31%,1%,0.1%,-6%,8%,
Cc1nnc(SCC(=O)NNC(=O)c2ccc(Cl)cc2)n1CC1CCCO1 (stereo unspecified),-10%,4%,2.0%,-6%,9%,
Cc1cccc(NC(=S)NNC(=O)c2sccc2C)c1,-16%,-9%,3.2%,6%,21%,
CC(=O)Nc1ccc(OC(F)(F)C(F)C(F)(F)F)c(NC(C)=O)c1 (stereo unspecified),-5%,-9%,i,-11%,-2%,
CN1CCN(S(=O)(=O)c2ccc(Nc3cccc(Cl)c3)c([N+](=O)[O-])c2)CC1,3%,0%,i,/,24%,
CNC(=S)N1CCN(c2nc(-c3ccc(F)cc3)cs2)CC1,52%,0%,0.8%,3%,3%,
CCC(=O)OCCn1c(Br)nc2c1c(=O)[nH]c(=O)n2C,9%,0%,0.8%,-13%,-1%,
O=S(=O)(c1ccc(SCCO)nc1)N1CCCC1,7%,8%,0.7%,4%,-6%,
COc1ccc(N2CCN(c3nc(-c4cccs4)nc4ccccc34)CC2)cc1,28%,?,2.6%,0%,-5%,
CC(=O)Cc1nsc(NC(=O)c2ccc(-c3ccc(F)cc3)o2)n1,38%,4%,1.6%,9%,-9%,
C[C@H](CO)N1C[C@H](C)[C@@H](CN(C)S(=O)(=O)c2cn(C)cn2)Oc2ccc(NC(=O)NC3CCCCC3)cc2C1=O,-8%,6%,i,/,-14%,
Cn1c(NCc2c(O)ccc3ccccc23)nc2ccccc21,41%,-3%,i,10%,6%,
O=C(c1cccc(S(=O)(=O)N2CCN(c3ccc(F)cc3)CC2)c1)N1CCN(c2ccccc2O)CC1,/,/,6.2%,/,4%,
Cn1c(N2CCN(C(c3ccccc3)c3ccccc3)CC2)nc2ccccc21,3%,22%,4.2%,5%,-8%,
COc1ccc2[nH]c3c(c2c1)CCN1C(=O)C(CC(=O)NC(C)(C)C)C[C@H](C(=O)N2CCOCC2)[C@@]31CCC1CCCC1 (stereo partly specified),/,/,i,/,0%,
CCCCNC(=O)O[C@@H]1C[C@H]2CCCC(=O)N3CC[C@@H](C1)[C@@H]23,-5%,-3%,0.4%,-33%,-6%,
C=CCn1c(CNc2ccc(C)cc2)nnc1SCC(=O)N/N=C/c1ccc(O)cc1O,-13%,-4%,1.0%,14%,26%,
CC(=O)N1CCC2(CC1)CC(=O)c1cc(OCC(=O)NCc3ccco3)ccc1O2,-2%,0%,1.6%,-3%,2%,
CCOC(=O)[C@@H]1[C@H]2COc3cc(OC)ccc3[C@H]2N2C(=O)N(c3ccc(C)cc3)C(=O)[C@@]12C,43%,?,1.2%,-6%,2%,
O=c1cc(CSc2ccc(Cl)cc2)nc(N2CCCCC2)[nH]1,7%,0%,0.4%,-8%,12%,
Cc1ccn(CC(=O)N2CCCC(N3CCN(c4ccccc4F)CC3)C2)n1 (stereo unspecified),/,/,i,/,-5%,
CCOc1ccc2ncc(S(=O)(=O)c3ccccc3)c(N3CCN(c4ccc(OC)cc4)CC3)c2c1,48%,6%,7.5%,-8%,11%,
COC(=O)C1SCC2C(=O)N(Cc3ccccc3)CC(=O)N21 (stereo unspecified),-13%,-2%,i,9%,-3%,
C#CC1(O)CCCC2C3CCC4CC(OC(C)=O)CCC4(C)C3C(=O)CC21C (stereo unspecified),/,/,i,/,-13%,
NC(=O)CCN1CCCCC1,2%,4%,0.2%,1%,0%,
O=C(Cn1nnc(-c2ccc3c(c2)OCO3)n1)NCc1ccccc1,-12%,3%,0.3%,8%,9%,
CS(=O)(=O)N(CC(=O)NCc1ccco1)c1ccc2c(c1)OCO2,-2%,-11%,0.5%,-1%,3%,
CCN(CC)S(=O)(=O)c1ccc(N=Nc2c(C)[nH]n(C(N)=S)c2=O)cc1,/,-5%,0.0%,0%,2%,
N#Cc1c(SCc2c(Cl)cccc2Cl)nc(N)[nH]c1=S,-5%,-8%,1.2%,/,-19%,
COc1ccc2[nH]c3c(c2c1)CCNC3=O,20%,4%,1.4%,-3%,-12%,inhibitors of VEEV 10K pilot screen=6.5
O=C(CSc1ccccc1)Nc1nnc(COc2ccc(Cl)cc2)s1,?,5%,i,-7%,5%,
CCCN1CCC(=O)N([C@H](CSc2ccc(Br)cc2)c2ccccc2)CC1,35%,19%,i,-1%,17%,
CCNC(=O)CC1C(=O)N(c2ccccc2)C(=O)N1CCC(C)C (stereo unspecified),-20%,-2%,0.5%,-1%,-9%,
Cc1ccc(O)c(NC(=O)c2cc(C)no2)c1,-10%,0%,1.2%,3%,-20%,
CCOC(=O)c1[nH]c(C=O)c(C(=O)OCC)c1C,15%,0%,i,2%,-1%,
O=[N+]([O-])c1ccc(N/N=C2/CCCCC2c2ccccn2)cc1 (stereo unspecified),/,/,1.9%,/,13%,
O=C(N/N=C/c1ccc2c(c1)OCO2)c1ccn(Cc2ccc(Cl)cc2)n1,0%,-3%,0.7%,-5%,21%,
Cc1onc(-c2c(F)cccc2Cl)c1C(=O)NC(=S)NC1CCS(=O)(=O)C1 (stereo unspecified),19%,3%,0.5%,-4%,-3%,
O=C(NCCCNc1ccc([N+](=O)[O-])cc1)C(F)(F)F,23%,-7%,1.6%,11%,-10%,
CCCCN1C(=O)C(=O)N(CC(=O)Nc2cc(S(=O)(=O)N(C)C)ccc2C)C1=O,-3%,-1%,0.6%,4%,-5%,
Cc1ccc(CNC(=O)c2cc(S(=O)(=O)N3CCCC3)cn2C)cc1,15%,-9%,5.7%,1%,8%,
COc1ccc(N2CC(NC(=O)c3cccc4ccccc34)CC2=O)cc1OC (stereo unspecified),-6%,0%,7.6%,-1%,-15%,
O=C(O)CCn1cc(/C=C2\NC(=S)N(c3ccccc3)C2=O)c(-c2ccc(Br)cc2)n1,14%,2%,1.8%,-6%,3%,
c1ccc(C2CC(c3ccccc3)n3ncnc3N2)cc1 (stereo unspecified),20%,-5%,0.2%,6%,-8%,
CCC(C)N(C(=O)CSc1nc(-c2cccs2)nc2ccccc12)C1CCS(=O)(=O)C1 (stereo unspecified),/,/,11%,/,-4%,
Cc1c(NC(=S)NC(=O)CSc2ccc(Cl)cc2)cccc1C(=O)O,11%,-6%,5.8%,-7%,-8%,
COc1cccc(-n2c(=O)c3sccc3n(CC(=O)NCC3CCCO3)c2=O)c1 (stereo unspecified),-10%,-1%,0.1%,-5%,-5%,
Cc1ccc(C(=O)NCCc2nnc(SCC(=O)Nc3cccc(C(=O)O)c3)n2C)cc1,-8%,1%,1.6%,-4%,-2%,
COc1ccc(N2CC(C(=O)N[C@@H](C)C(=O)NC3CCCC3)CC2=O)cc1 (stereo partly specified),-8%,5%,0.2%,-17%,18%,
Cc1ccc(S(=O)(=O)N(C)Cc2nc(-c3ccc(Br)cc3)no2)cc1,-24%,-8%,0.4%,-6%,-2%,
C/C(CC1(O)C(=O)Nc2ccccc21)=N\O (stereo unspecified),-4%,-2%,0.2%,-3%,11%,
COc1cc(NS(=O)(=O)c2ccc(C)c(C)c2)c(OC)cc1Cl,6%,-9%,i,0%,-5%,

# Carrying on.
SMILES,M. tuberculosis,H37Rv inhibition,inhibitors of VEEV,PhoP GFP inhibition,influenza NS1A,others
CCc1ccc(C2c3[nH]c4ccccc4c3CCN2C(=O)CN2CCN(CC)CC2)cc1 (stereo unspecified),11%,12%,i,-1%,21%,
COC(=O)Nc1ccc(S(=O)(=O)N2CCCC(C(=O)O)C2)cc1 (stereo unspecified),11%,5%,0.5%,-16%,1%,
O/N=C/c1cn(-c2ccccc2)nc1-c1ccccc1,0%,?,2.7%,14%,-4%,
CC1(C)Cc2c(C#N)c(N3CCN(C(=O)c4ccccc4)CC3)nc(Cc3ccccc3)c2CO1,31%,29µM*,3.9%,-13%,-5%,
O=C(C=Cc1ccccc1)c1ccc([N+](=O)[O-])cc1,/,/,3.0%,/,-1%,
CC(=O)NC1C(=O)SC1(C)C (stereo unspecified),-3%,5%,/,-13%,/,
Cc1nnc(SCc2ccc(CSc3nnc(C)c(=O)[nH]3)cc2)[nH]c1=O,-6%,-3%,0.3%,2%,-4%,
CC(=O)c1csc(-c2cccc(-c3nc4ccc(Cl)cn4c3NC3CCCCC3)c2)c1,8%,11%,1.3%,-5%,5%,
CCOC(=O)N1CCC(NC(=O)C2CCCN(S(=O)(=O)c3cccc4nsnc34)C2)CC1 (stereo unspecified),7%,2%,0.2%,7%,28%,
O=c1c2ccccc2ncn1CCOCCOc1ccc([N+](=O)[O-])cc1,2%,-8%,0.2%,-20%,0%,
